# TCR act: Activators of T cell receptors: qHTS campaign | primary human leukocytes, anti-CD3, IL-2 HTRF, 48 h | Potency, µM (highest dose often 9.22 µM), without a hit: at the top dose activation of IL-2 secretion, most hits filed as activators | 330,000 tested, under 10 active; also: % of control where 0% means no effect
#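 1) Mix primary human leukocytes, a-CD3 beads and compound. 2) Incubate 48 hr. 3) Add HTRF IL-2 reagents (a-IL-2-K, a-IL-2-d2).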
# TRPV1 ag: HTS Assay for Compounds that Act as Agonists of the Vanilloid Receptor 1; TRPV1-expressing cells, Fluo-8 calcium influx, agonist mode; 0.19% of 320,000 active; activation, % at 8.33 µM; Transient receptor potential cation channel subfamily V member 1 (Homo sapiens), Q8NER1; in the data active = activation above about 80%; inconclusive = between about 30% and that limit; also: 0% is about no effect
# Target sequence (Q8NER1 whole entry, looked up): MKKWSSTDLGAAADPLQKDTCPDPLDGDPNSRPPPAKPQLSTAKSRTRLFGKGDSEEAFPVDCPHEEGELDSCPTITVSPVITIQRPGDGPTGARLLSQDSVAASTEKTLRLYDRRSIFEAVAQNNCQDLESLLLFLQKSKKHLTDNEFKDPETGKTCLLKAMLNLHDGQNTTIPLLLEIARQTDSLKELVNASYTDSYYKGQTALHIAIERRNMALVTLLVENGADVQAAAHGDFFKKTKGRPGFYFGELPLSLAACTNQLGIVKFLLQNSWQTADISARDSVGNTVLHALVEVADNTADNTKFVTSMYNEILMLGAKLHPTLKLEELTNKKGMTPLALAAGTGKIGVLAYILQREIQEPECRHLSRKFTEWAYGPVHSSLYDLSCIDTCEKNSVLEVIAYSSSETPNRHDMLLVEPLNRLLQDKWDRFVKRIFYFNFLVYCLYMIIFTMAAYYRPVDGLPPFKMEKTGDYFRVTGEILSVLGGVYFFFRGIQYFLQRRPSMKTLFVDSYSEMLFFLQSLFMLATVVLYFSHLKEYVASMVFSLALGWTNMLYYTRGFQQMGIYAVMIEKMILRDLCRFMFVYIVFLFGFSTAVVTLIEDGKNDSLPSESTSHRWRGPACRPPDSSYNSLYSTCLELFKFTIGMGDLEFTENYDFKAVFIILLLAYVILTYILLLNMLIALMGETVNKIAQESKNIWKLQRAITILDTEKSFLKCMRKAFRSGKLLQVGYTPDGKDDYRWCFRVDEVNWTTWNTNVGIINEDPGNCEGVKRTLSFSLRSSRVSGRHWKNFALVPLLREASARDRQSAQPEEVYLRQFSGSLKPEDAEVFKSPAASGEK
#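 TRPV1-expressing cells were cultured overnight at 35.5C and loaded with Fluo-8 calcium dye for 40 to 90 min at room temperature. After a 10 s baseline, compound was added and calcium influx was read kinetically for 3 min (ex 480/em 520 nm).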
# p53 reactivator: qHTS assay for re-activators of p53 using a Luc reporter. H1299 p53-A138V BP100-luciferase reporter, luminescence, 24 h. AID 504706, 2011. Potency, µM (top dose mostly 92.2 µM), for the others: at the highest dose activity change, positive = activation, actives largely listed as activators. 0.063% of 320,000 active; also: potency is read from the fitted curve at half-maximal effect; % of control where 0% means no effect; nearly all actives have a fitted effect of over 45% in size
#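 p53-null H1299 cells stably carrying temperature-sensitive p53-A138V and a BP100-luciferase reporter were pinned with compounds (4-point, 1:5 series) and held 24 hrs at 37 deg C. Luminescence was read 10 min after detection reagent.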
# AT treatment: qHTS Assay for Identifying a Potential Treatment of Ataxia-Telangiectasia. 0.19% of 320,000 active. AID 485349, 2010. […] A-T fibroblasts, KAP-1 phosphorylation AlphaLISA; neocarzinostatin DNA damage 30 min before lysis. Potency, µM (titrated, usually from 57.5 µM), for inactives: at the top dose activation, actives largely listed as activators; also: potency is read from the fitted curve at half-maximal effect; % of control where 0% means no effect; nearly all actives have a fitted effect of over 45% in size
#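 hTERT-immortalized A-T patient fibroblasts ([…]), 500 cells/well in OPTI-MEM, 1% FBS, got compounds for 60 min, then NCS for 30 min at 37C. Lysates were then assayed for phospho-KAP-1 by AlphaLISA (anti-pKAP1 donor, anti-KAP1 acceptor beads), 6 hr at 25C.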
# a7 integrin act: qHTS for Activators of Integrin-Mediated Alleviation for Muscular Dystrophy; alpha7betagal myoblasts, beta-gal FDG fluorescence, 48 h; Potency, µM (doses to about 38.3 µM), for inactives: at the top dose activation, most hits filed as activators; 0.064% of 350,000 active;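 also: potency is read from the fitted curve at half-maximal effect; 100% = response of the positive control SU9516; nearly all actives have a fitted effect of over 60% in size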
#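 Alpha7betagal+/- myoblasts (passage 13) were plated 16-24 hr, then exposed to compounds (1:260 dilution of DMSO stock) for 48 hours at 37C. After MPER lysis, β-galactosidase reporter activity was read as FDG fluorescence (ex 480/em 540) after 30 minutes.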
# TSG101-PTAP inh: qHTS Assay for Iinhibitors of HIV-1 Budding by Blocking the Interaction of PTAP/TSG101; Potency, µM (titrated, usually from 115 µM), inactives show at the highest dose activity change, negative = inhibition, hits mostly inhibitors; Tumor susceptibility gene 101 protein (Homo sapiens), Q99816; 340,000 tested, under 10 active; Fluorescence polarization, FITC-PTAP peptide / Tsg101 binding; active = well fitted inhibition curve with a large enough effect in the main read-out, with a control signal flat, not every such curve was filed as active; inconclusive = small, poorly fitted or top-dose-only effect, or effect the other way, or a change in a side signal; inactive = no such curve, though single readings can be large or run the other way; also: potency is read from the fitted curve at half-maximal effect; % of control where 0% means no effect
#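 Fluorescence anisotropy tracks displacement of a FITC-tagged PTAP peptide (50 nM) from the Tsg101 binding domain (10 uM), following a 20 min room-temperature incubation at pH 7.5.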
# ELG1 DNA repair: qHTS screen for small molecules that inhibit ELG1-dependent DNA repair in human embryonic kidney (HEK293T) cells expressing luciferase-tagged ELG1. HEK293T ELG1-luciferase reporter, luminescence, 16 h; DNA damage induced by 5-fluorouridine. Potency, µM (doses to about 46.1 µM), for inactives: at the highest dose activity change, negative = inhibition, usual class: inhibitors. 2.3% of 330,000 active; also: potency is read from the fitted curve at half-maximal effect; % is scaled to controls: 0 for no effect and ±100 for the full control effect; nearly all actives have a fitted effect of over 55% in size
#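 Reporter activity after DNA damage by 5-fluorouridine is monitored. Compound-treated cells incubate 16 hr at 37 °C, then ONE-Glo is added for 30 min before luminescence reading.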
# B2AR arrestin: qHTS assay of beta-arrestin-biased ligands of beta2-adrenergic receptor; 0.02% of 330,000 active; Potency, µM (highest dose often 46.1 µM), inactives show top-dose activation, actives largely listed as activators; Beta-2 adrenergic receptor (Homo sapiens), P07550; beta-arrestin recruitment to beta2AR, cell-based reporter;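 also: potency is read from the fitted curve at half-maximal effect; 0% = DMSO controls and full agonism = EC100 isoproterenol or metaproterenol; nearly all actives have a fitted effect of over 65% in size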
# BRCA1 expr act: qHTS Assay to Identify Small Molecule Activators of BRCA1 Expression; AID 624202, 2012; 1.1% of 380,000 active; MCF7-BRCA1-FFLuc reporter, luminescence, 48 h; response scale: scaled: vehicle 0%, 10 µM genistein 100%; Potency, µM (doses to about 46.1 µM), for the others: top-dose activation, actives largely listed as activators; also: potency is read from the fitted curve at half-maximal effect; nearly all actives have a fitted effect of over 80% in size; some results filed as inactive show a strong effect at the top dose
#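 Reporter cells (MCF7, BRCA1 promoter-firefly luciferase) received library compounds across a concentration series for 48 h. End-point luminescence was measured and concentration-effect curves derived after normalization.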
# MLL CXXC-DNA inh: qHTS Fluorescence Polarization Assay for Inhibitors of MLL CXXC domain - DNA interaction; Histone-lysine N-methyltransferase 2A (Homo sapiens), Q03164; MLL-CXXC / FITC-HOXA9 DNA fluorescence polarization; Potency, µM (doses to about 115 µM), for the others: at the top dose activity change, negative = inhibition, usual class: inhibitors; 0.037% of 290,000 active; AID 2662, 2010; active = well fitted inhibition curve with a large enough effect in the polarisation, with a control signal flat, not every such curve was filed as active; inconclusive = small, poorly fitted or top-dose-only effect, or effect the other way, or a change in a side signal; inactive = no such curve, though single readings can be large or run the other way; the % refers to the polarisation; also: potency is read from the fitted curve at half-maximal effect
#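 Steps: dispense CXXC domain solution (7 uM) → pin compounds or unlabeled HOX-A9 DNA control → 5 min ambient → add FLSN-HOX-A9 solution (50 nM) → spin → 30 min ambient → fluorescence polarization. Tris pH 7.5/NaCl/DTT/BSA buffer.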
# * marks the source's active call; other numbers are inactive results; u = inconclusive; x = not tested or not shown; & = joins results of further samples; [ ] = remark or other dose. Unless noted, calls follow the shape of the dose curve; as a rule, active = well fitted curve in the direction sought with a large enough effect; inconclusive = small, poorly fitted or top-dose-only effect, or another doubt; inactive = no such curve, though single readings can be large; an effect the other way counts as inactive or inconclusive. These rows are one share of the data; the hit share may differ from the screen's.
SMILES,TCR act,TRPV1 ag,p53 reactivator,AT treatment,a7 integrin act,TSG101-PTAP inh,ELG1 DNA repair,B2AR arrestin,BRCA1 expr act,MLL CXXC-DNA inh
C=CCn1c(O)c(C(C)=NCCCO)c(=O)[nH]c1=O,-2%,2,3%,1%,23%,-4%,u,-0.4%,-6%,4%
CC(C)(C)C1(CCO)C(=O)NC(=S)NC1=O,9%,x,x,x,-7%,0%,x,x,-4%,x
CCCN(CCC)[C@@H]1CCc2cccc(O)c2C1,2%,-2,-4%,16%,x,0%,-2%,-0.3%,14%,-2%&12%
COc1ccc(N=Cc2c(O)n(Cc3ccccc3)c(=S)[nH]c2=O)c(OC)c1,5%,x,6%,-1%,4%,8%,u,-0.8%,2%,32µM*
Cc1cc(OCC(=O)NCc2ccncc2)c2c3c(c(=O)oc2c1)CCC3,6%,25,1%,5%,-23%,-5%,13%,0.0%,2%,1%
COC(=O)C1=C(c2cc3ccccc3o2)C[C@@H]2CC[C@H]1N2C,-7%,-1,u,6%,13%,0%,20%,0.0%,-1%,x
O=C(Nc1ccncc1)c1cccn(Cc2ccccc2)c1=O,2%,2,-5%,-3%,-33%[inhibitor],-4%,3.3µM*,0.0%,-23%,14%
CC12C=CC(=O)C=C1CC(O)C1C2CCC2(C)C1CCC2(C)O (stereo unspecified),0%,x,x,x,10%,-5%,x,x,-15%,x
Cn1c(O)c(/C=N/N2CCOCC2)c(=O)n(C)c1=S,1%,2,-3%,-12%,16%,1%,17%,-0.5%,-23%,1%
CCC(C)n1c(O)c(C=NCCc2ccccc2)c(=O)[nH]c1=S (stereo unspecified),-97%,19,-3%,2%,24%,-5%,-13%,0.0%,-14%,2%
CC(=O)O[C@@]12CO[C@@H]1C[C@@H](O)[C@@]1(C)C(=O)[C@H](O)C3=C(C)[C@@H](OC(=O)[C@H](O)[C@@H](NC(=O)c4ccccc4)c4ccccc4)C[C@@](O)([C@@H](OC(=O)c4ccccc4)C12)C3(C)C (stereo partly specified),-4%,6,x,-6%,-25%,-1%,u,-0.4%,-60%,16%
COc1ccccc1N1C(=O)NC(=O)C(CCc2ccncc2)(CCc2ccncc2)C1=O,x,-1,-2%,0%,-5%,0%,14%,0.1%,6%,6%
CCOP(=O)(OCC)/C(=N/OC(=O)c1ccccc1C)C(N)=O,-8%[46.1 µM],-2,18%,-1%,0%,-2%,0%,-0.1%,-10%,150%[activator]
CCC(CC)C(=O)NC1CCSC1=O (stereo unspecified),3%,2,-9%,-5%,3%,-1%,4%,-0.3%,-11%,10%
COc1cccc(N2C(=O)NC(=O)/C(=C/c3ccc4c5c(cccc35)CC4)C2=O)c1,-6%[46.1 µM],-3,u,18%,x,x,1%,-0.8%,x,-5%
CCn1c(C(=O)N2CCC(C(=O)N3CCC4(CC3)OCCO4)CC2)cc2sccc21,2%,1,-4%,-8%,-29%,-6%,-25%,-0.5%,-1%,13%
Cc1ccccc1-n1c(O)c(/C=N/N2CCOCC2)c(=O)[nH]c1=S,4%,-4,1%,2%,0%,0%,6%,-0.3%,10%,-4%
CCCCOC(=O)C1=C(N)OC2=C(C(=O)CCC2)[C@]12C(=O)N(C)c1ccccc12,6%,-1,-3%,-6%,-10%,-1%,7%,-0.2%,-19%,3%
CC(C)Cc1[nH]c(=O)c(C#N)c2c1CCC2,-6%,-3,16%,2%,5%,-5%,2%,0.0%,5%,0%
COC(=O)C1=C(c2ccc(OC(F)(F)F)cc2)C[C@@H]2CC[C@H]1N2C(=O)N1CCOCC1,-1%,30,-14%,2%,-5%,-6%,22%,-0.8%,-9%,x
COc1cc(N2C(=O)CC(=O)NC2=O)cc(OC)c1OC,x,1,3%,-4%,1%,-18%,10%,-0.1%,25%,-23%
CCN(CC)C(=O)c1ccc(NC(=O)c2ccc3c(c2)NC(=O)CS3)cc1,1%,x,2%,-7%,21%,-4%,-17%,0.0%,5%,x
CC(=O)N1CCC2(CC1)CC(=O)c1cc(OCC(=O)N3CCC4(CC3)OCCO4)ccc1O2,-2%,2,0%,0%,-8%,-5%,-8%,0.0%,1%,6%
COC(=O)C1=C(c2cccc(OCc3ccccc3)c2)C[C@@H]2CC[C@H]1N2C(=O)NCc1ccc(C(C)(C)C)cc1,-1%,1,0%,-2%,-24%,-6%,-32%,-0.9%,-58%,x
Cc1cc(C=C(C#N)C#N)ccc1N1CCCC1,3%,17,-2%,2%,-18%,u,17%,0.2%,10%,u

# Arranged by formula weight (ascending): some entries from above
SMILES,TCR act,TRPV1 ag,p53 reactivator,AT treatment,a7 integrin act,TSG101-PTAP inh,ELG1 DNA repair,B2AR arrestin,BRCA1 expr act,MLL CXXC-DNA inh
CCC(CC)C(=O)NC1CCSC1=O (stereo unspecified),3%,2,-9%,-5%,3%,-1%,4%,-0.3%,-11%,10%
CCCN(CCC)[C@@H]1CCc2cccc(O)c2C1,2%,-2,-4%,16%,x,0%,-2%,-0.3%,14%,-2%&12%
COc1cccc(N2C(=O)NC(=O)/C(=C/c3ccc4c5c(cccc35)CC4)C2=O)c1,-6%[46.1 µM],-3,u,18%,x,x,1%,-0.8%,x,-5%
CCn1c(C(=O)N2CCC(C(=O)N3CCC4(CC3)OCCO4)CC2)cc2sccc21,2%,1,-4%,-8%,-29%,-6%,-25%,-0.5%,-1%,13%
COc1ccccc1N1C(=O)NC(=O)C(CCc2ccncc2)(CCc2ccncc2)C1=O,x,-1,-2%,0%,-5%,0%,14%,0.1%,6%,6%
COC(=O)C1=C(c2cccc(OCc3ccccc3)c2)C[C@@H]2CC[C@H]1N2C(=O)NCc1ccc(C(C)(C)C)cc1,-1%,1,0%,-2%,-24%,-6%,-32%,-0.9%,-58%,x

# (list continues)
SMILES,TCR act,TRPV1 ag,p53 reactivator,AT treatment,a7 integrin act,TSG101-PTAP inh,ELG1 DNA repair,B2AR arrestin,BRCA1 expr act,MLL CXXC-DNA inh
CC(C)C(=O)Nc1ccc(N2CCN(C)CC2)c(F)c1,-6%,-4,-6%,2%,17%,0%,0%,-0.1%,37%,1%
OC1(CN2CCOCC2)C2CC3CC(C2)CC1C3 (stereo unspecified),0%,0,7%,1%,-20%,-4%,4%,-0.1%,-2%,-1%
CCOc1ccc(-n2c(O)c(C=Nc3ccc(NC(C)=O)cc3)c(=O)[nH]c2=O)cc1,-2%,0,5%,-12%,-22%,-11%,u,0.4%,27%,-11%
CSc1ccccc1C(=O)C1CCCN(Cc2ccncc2)C1 (stereo unspecified),3%,21,-7%,1%,0%,1%,9%,0.1%,-12%,-4%
COc1ccc(C(=O)CC2C(=O)N(C)C(=O)N(C)C2=O)cc1,4%[46.1 µM],1,u,-6%,-12%,-2%,13%,-0.5%,-11%,-27%
COc1cc(/C=C2\C(=O)NC(=O)N(CCc3ccc(F)cc3)C2=O)ccc1O,1%[46.1 µM],1,-13%,1%,8%,-12%,u,-0.8%,11%,u
C[C@H]1CCCC(=O)CCCCCc2cc(O)cc(O)c2C(=O)O1,3%,-2,-6%,-8%,x,-1%,u,6.1%,-35%,2%
COc1cccc(CC(=O)N2CCN(Cc3cccc(Cl)c3)CC2)c1,3%,u,-1%,7%,2%,-4%,-6%,0.0%,-16%,-4%
CCC1CN1P1(=O)OCC(C)([N+](=O)[O-])CO1 (stereo unspecified),4%,x,x,x,-48%[inhibitor],-3%,x,x,-8%,x
CC(/C=C(\C)Nc1ccccc1)=Nc1ccccc1,10%,2,4%,-10%,-21%,-2%,12%,0.2%,-3%,18%
NC(Cc1ccccc1)c1nc2ccccc2[nH]1 (stereo unspecified),-2%,11,12%,-3%,13%,2%,u,-1.0%,x,14%
CC12CCC(=O)C=C1CCC1C2CCC2(C)C1CCC2(O)CC#N (stereo unspecified),-2%,x,x,x,-11%,3%,x,x,-18%,x
O=C(Cc1ccccc1)N1CCN(C2CCCCCC2)CC1,4%,2,-2%,-1%,u,-7%,4%,-0.8%,-5%,5%
CCC(C(=O)Nc1ccc(Cl)cc1)N1CCCC1=O (stereo unspecified),-4%,x,x,x,37%,3%,x,x,1%,x
CN1[C@H]2CC[C@@H]1C(C(=O)N1CCOCC1)=C(O)C2,-2%,-9,15%,10%,7%,-3%,u,0.1%,3%,x

# Screening results from PubChem BioAssay.
